FN deposition inh: fibronectin deposition inhibition | AH1F fibroblasts, Alexa488-fibronectin deposition fluorescence, overnight | inhibition, % at 12.6 µM | 350,000 tested, 0.086% active | AID 743247;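 active means mean inhibition across replicates of 30% or more, regardless of how many single replicates reach that level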;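 further: positive control wells lacked labelled fibronectin entirely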
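Test system: AH1F fibroblast monolayer depositing Alexa488-labelled fibronectin into matrix. Input: 10000 cells per well. Technique: fluorescence, ex 485 nm, em 525 nm. Buffer or medium: DMEM plus 2% serum, read in PBS. Timing: 1 h cell adhesion before compound, then overnight fibronectin incubation. Compound: single dose, pinned. Read-out basis: inhibition from reduced deposited-fibronectin fluorescence.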
Cneo AK release: causes C. neoformans cell lysis. adenylate kinase release luminescence, 4 h; normalised: neutral wells 0, clomiphene wells 100. lysis activity, % at 15 µM. 360,000 tested, 0.2% active;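 active means mean lysis activity across replicates of at least 80%, whatever share of replicates individually reach that level; inactive means mean lysis activity below 80%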
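Test system: log-phase Cryptococcus neoformans yeast cells. Input: 5 × 10^6 yeast cells/mL. Medium: fresh YPD growth medium. Doses: single dose. Incubation: static 4 h at 37 °C with compound, 1 h detection. Measured by: luminescent adenylate kinase detection reagent. Read-out: signal increase indicating cell lysis. Benchmarks: Clomiphene.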
PGC1a acetyl inh: lowers PGC1a acetylation signal in U2OS cells | AlphaScreen anti-acetyl-lysine; with virally co-expressed GCN5 acetyltransferase | inhibition, % at 15.6 µM | 350,000 tested, 0.17% active;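 active means every replicate shows inhibition of at least 40%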;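 further: 0% = neutral control wells and 100% = positive control wells; some results beyond the cut were filed as inactive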
EWS-Fli block: inhibitors of EWS/Fli oncoprotein transcriptional activity; A673 NR0B1-luciferase reporter, viability-normalised; inhibition, % at 12.6 µM; 350,000 tested, 0.67% active; AID 651661;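 active means mean inhibition of at least 50% after viability correction, with every replicate also passing that limit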;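 further: firefly luciferase signal divided by Alamar Blue viability fluorescence both relative to DMSO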
miR122 inh: inhibitors of miR-122 in Huh7 cells; Huh7 miR-122 Renilla luciferase sensor, 48 h; neutral wells = 0, positive control = 100; AID 602342; 340,000 tested, 0.3% active; activation (reporter increase), % at 12.5 µM;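 active means mean replicate activation score at least 90 and every replicate individually at or above 90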;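 further: higher luciferase means less miR-122 activity so hits act as miR-122 inhibitors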
Casp6 inh: inhibitors of human caspase-6; P55212; purified caspase-6, Z-VEID-R110 cleavage fluorescence; inhibition, % at 12.5 µM; 350,000 tested, 0.53% active; AID 686996;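 active means mean inhibition across replicates at least about 35%, with every replicate also reaching that limit, limit read from the data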;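 further: 0% = median of neutral control wells and 100% = no fluorescence left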
Target sequence (P55212 24-179 limits assumed): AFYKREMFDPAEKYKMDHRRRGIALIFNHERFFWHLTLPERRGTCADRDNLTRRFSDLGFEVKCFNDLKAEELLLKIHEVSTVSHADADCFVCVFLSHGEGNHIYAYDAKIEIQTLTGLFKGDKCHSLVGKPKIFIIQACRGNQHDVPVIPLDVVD
Target sequence (P55212 194-293 limits assumed): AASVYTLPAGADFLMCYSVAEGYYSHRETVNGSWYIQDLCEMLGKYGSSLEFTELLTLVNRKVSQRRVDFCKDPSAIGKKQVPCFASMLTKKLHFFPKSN
PAX8 inh HTS: PAX8 transcriptional activity inhibition | 360,000 tested, 1.2% active | inhibition, % at 12.6 µM | RMG-I TPO-luciferase reporter, SteadyGlo, 24 h;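 active means mean replicate inhibition at least 60% with every replicate also reaching 60%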;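 further: luciferase light reporting Pax8 driven TPO promoter activity; plate controls were median of neutral control wells for no effect and mitoxantrone controls for full effect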
LGR2 antag: Drosophila LGR2 receptor signaling inhibition; HEK293 LGR2, CRE-luciferase, bursicon-stimulated, 4 h; inhibition, % at 9.99 µM; 380,000 tested, 0.35% active; AID 720647;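 active means drop in luminescence signal, shown as inhibition above about 50% in the replicate tests, limit read from the data, passing the limit was not always enough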;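 further: agonist challenge used bursicon conditioned medium at about half maximal strength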
Starred values were filed as active, the others as inactive; / = no result given; [ ] = another dose, or the depositor's remark.

Preview (2 entries):
SMILES	FN deposition inh	Cneo AK release	PGC1a acetyl inh	EWS-Fli block	miR122 inh	Casp6 inh	PAX8 inh HTS	LGR2 antag
CN1C(=O)c2cc(NC(=O)Cc3cccs3)ccc2OC[C@@H]2O[C@@H](CC(=O)NCc3ccc(-c4ccccc4)cc3)CC[C@H]21	/	-2.9	3.5	70.9*	26.7[16.7 µM]	/	66.2*	/
COCCNC(=O)COC(=O)c1cc(-c2ccc(OC)cc2)nc2ccccc12	1.6	/	-6.6	-3.3	/	0.8	-35.2	-9.7

The list itself, repeating the preview:
SMILES	FN deposition inh	Cneo AK release	PGC1a acetyl inh	EWS-Fli block	miR122 inh	Casp6 inh	PAX8 inh HTS	LGR2 antag
CN1C(=O)c2cc(NC(=O)Cc3cccs3)ccc2OC[C@@H]2O[C@@H](CC(=O)NCc3ccc(-c4ccccc4)cc3)CC[C@H]21	/	-2.9	3.5	70.9*	26.7[16.7 µM]	/	66.2*	/
COCCNC(=O)COC(=O)c1cc(-c2ccc(OC)cc2)nc2ccccc12	1.6	/	-6.6	-3.3	/	0.8	-35.2	-9.7
COC(=O)c1cccc(NC(=O)CN2CCC(NC(=O)c3cc(OC)c(OC)c(OC)c3)CC2)c1	1.6	-2.0	-3.7	/	3.8	/	/	/
CS(=O)(=O)N1[C@H](C#N)[C@H](c2ccccc2-c2ccccc2)[C@H]1CO	-13.1	/	-0.1	-11.3	/	1.1	29.8	7.1
CC(C)c1ccc(/C=C/C(=O)NC(=S)Nc2ccc(CN3CCOCC3)cc2)cc1	/	/	/	-0.7	/	-2.3	4.6	6.5
C[C@H]1CN([C@@H](C)CO)S(=O)(=O)c2ccc(C#CCN(C)C)cc2O[C@@H]1CN(C)S(=O)(=O)c1cccc(F)c1	-6.7	-0.2	-18.0	9.8	9.6[16.7 µM]	-0.7	-28.4	7.6
COc1ccc(S(=O)(=O)Nc2cc(C)ccn2)cc1OC	/	1.2	0.3	-3.5	44.8	-2.0	/	-1.6
Cc1cc(NC(=O)c2ccc([N+](=O)[O-])cc2)n(CCC#N)n1	4.0	3.1	/	-4.0	0.3	-7.2	-3.8	-13.4
COc1ccccc1C1CC(c2ccc(NS(C)(=O)=O)cc2)=NN1S(=O)(=O)c1ccccc1 (stereo unspecified)	-4.7	-0.5	-2.2	3.9	13.9	2.2	-3.7	4.3
CCC(=O)N[C@H]1C=C[C@H](CC(=O)NCc2ccccc2F)O[C@@H]1CO	/	-0.1	-2.0	-2.1	15.2[16.7 µM]	0.2	-23.7	8.1
COc1ccc(S(=O)(=O)N2CCOC2CNC(=O)C(=O)NCCN2CCOCC2)cc1 (stereo unspecified)	/	1.7	4.4	/	-4.5	-5.0	1.8	13.0
CCc1nc(N2[C@@H](C#N)[C@H](c3ccccc3-c3ccccc3F)[C@@H]2CO)sc1C	-7.2	/	7.1	58.1*	/	1.5	-14.7	22.6
COc1ccccc1OCCOCCOc1ccc(C)cc1Br	4.2	/	/	-0.3	/	3.0	5.7	/
CN1CCN(C(=O)C[C@H]2CC[C@H]3[C@@H](COC[C@H](O)CN3C(=O)Nc3ccc(F)cc3)O2)CC1	-6.1	0.1	4.9	-6.8	-3.3[16.7 µM]	-22.2	-19.2	-14.7
CCC(=O)N(c1nnc(SCC(=O)NN2C(=O)NC3(CCC(C)CC3)C2=O)s1)C1CC1 (stereo unspecified)	1.6	-1.7	12.0	1.7	1.1	3.3	-0.3	-4.3
O=C(/C=C/c1ccccc1)CCN1CCOCC1	1.6	/	-6.5	15.1	2.2	-2.2	29.2	-22.9
Cc1ccc(SC[C@H](c2ccccc2)N2CCN(CCc3ccccc3)CCC2=O)cc1	-0.1	3.4	4.9	-25.0	2.0	0.5	-11.2	-17.1
Cc1cccc(Nc2nnc(SCC(=O)NC3CCCc4ccccc43)s2)c1C (stereo unspecified)	-8.4	/	/	2.1	/	-3.3	-17.4	0.3
COCCn1c(=NC(=O)/C=C/c2ccccc2)sc2cc(NC(C)=O)ccc21	-3.6	-0.7	/	/	2.4	/	19.8	14.4
CO[C@H]1CN(C)C(=O)c2cc(NC(=O)c3ccc(-c4ccccc4)cc3)ccc2OC[C@@H](C)NC[C@H]1C	11.0	-0.7	7.4	6.8	/	0.2	0.2	16.5
O=C(c1cccc(S(=O)(=O)N2CCOCC2)c1)N(CCO)Cc1ccccc1	-2.7	-0.3	18.9	/	-6.1	/	/	/
CC(=O)Nc1ccc(C2=CC(=O)C[C@H](c3ccc(Cl)cc3)C2)cc1	-11.5	-1.2	-0.4	-15.4	-1.9	2.5	-17.0	-12.1
O=C1Nc2cc(C(=O)N3CCc4ccccc4C3)ccc2S/C1=C\c1ccccc1	1.8	3.4	-4.1	/	22.4	/	3.9	-16.5
Cc1cccc(NS(=O)(=O)c2cc(C(=O)OCC(=O)Nc3cc(C)on3)ccc2C)c1	3.0	1.3	-4.3	/	81.4	/	1.9	/
CC1(C(=O)NS(=O)(=O)c2cccc(C#N)c2)CCN1C(=O)C1CCCCC1 (stereo unspecified)	10.8	8.1	/	-7.9	/	1.1	1.5	11.8
CN1C(=O)c2cc(NC(=O)c3cccs3)ccc2OC[C@H]2O[C@H](CC(=O)NCC(F)(F)F)CC[C@H]21	-16.0	-4.4	1.8	-0.6	-50.0[16.7 µM]	0.1	14.7	4.4
COC(c1ccccc1)c1nnc(CCC(=O)N2CCN(C3CCCC3)CC2)o1 (stereo unspecified)	0.5	-10.7	/	1.5	/	0.7	-6.6	0.4
CCOc1ccccc1NC(=O)NC(=O)N(C)S(C)(=O)=O	-3.0	-0.7	-9.0	3.3	1.5	2.0	8.8	5.7
CC1CCCN(CC(=O)Nc2cc(Cl)ccc2Oc2ccccc2)C1 (stereo unspecified)	1.9	1.1	/	0.6	/	5.1	14.6	2.8
O=C(C[C@H]1CC[C@H]2[C@@H](COC[C@@H](O)CN2Cc2ccc3c(c2)OCO3)O1)N1CCOCC1	-11.8	-1.8	-1.3	2.1	9.7[16.7 µM]	1.0	15.9	-4.5
Cn1cc(S(=O)(=O)N2CCC3(CC2)OCCO3)c(=O)n(C)c1=O	-1.4	-0.9	2.6	-3.4	6.9	2.8	-8.0	7.9
COc1ccccc1NC(=O)CN1CCN(c2ccc(F)cc2)CC1	-7.5	-1.0	-2.8	-9.2	0.9	-0.7	40.5	9.3
Cc1cccc(N2CC(C(=O)Nc3nc4ccc(S(C)(=O)=O)cc4s3)CC2=O)c1C (stereo unspecified)	1.3	1.6	-6.3	3.4	1.7	4.6	37.8	9.5
CCOc1ccc(CSCCNC(=S)Nc2ccc(OC)cc2)cc1	-21.4	/	7.6	17.2	/	0.9	1.0	15.1
O=S(=O)(Nc1ccc(-c2nc3cccnc3s2)cc1)c1ccc(Cl)s1	-2.0	-3.2	/	-24.5	/	-0.7	-138.8	-55.9
CC(Oc1cccc(Br)c1)C(=O)NNC(=O)CCNC(=O)c1ccccc1Cl (stereo unspecified)	-8.8	1.0	/	3.9	/	2.6	1.6	-2.7
CCOc1ccc(C(=O)NC2CCN(C(=O)NCc3ccccc3)CC2)cc1	-7.4	-1.1	1.8	/	2.4	/	3.5	/
CCNC(=O)[C@H]1[C@H](CO)[C@H]2Cn3c(ccc(-c4ccc(F)cc4)c3=O)[C@H]2N1CC1CC1	/	1.5	3.0	-7.9	-0.4[16.7 µM]	-0.9	14.8	7.0
O=c1nc2n(CCO)c3ccccc3cc-2c(=O)[nH]1	-6.6	/	-0.6	-5.3	-11.1	-2.4	0.6	1.6
O=C1CCCN2N=C(SCC(=O)Nc3cccc(C(F)(F)F)c3)SC2=N1	11.6	-0.9	13.8	48.6	0.1	1.3	14.0	3.7
CC(=O)Oc1ccc(N(C(C)=O)S(=O)(=O)c2cc([N+](=O)[O-])ccc2C)cc1	3.1	2.4	3.7	/	8.6	/	-0.1	27.0
N#Cc1c(/N=C\c2ccc(O)c([N+](=O)[O-])c2)sc2c1CCCC2	8.4	/	/	4.2	/	2.6	-18.4	-0.5
NC(=O)COc1ccccc1C(=O)NC12CC3CC(CC(C3)C1)C2	3.5	0.4	1.6	8.9	-4.0	-0.4	16.7	-6.2
Cc1cccc(C)c1NC(=O)CN1CCN(C(=O)CCC(=O)N2CCC(c3ccccc3)=N2)CC1	/	1.5	-2.4	0.8	-3.5	0.4	14.3	4.7
Cc1ccc(NC(=O)CCN2C(=O)NC3(CCCC3)C2=O)c(C)c1	-0.6	0.4	10.7	-8.4	-7.4	0.3	-3.4	-0.4
CCNc1nc(-c2ccc(OC(F)F)cc2)c(C)s1	2.2	/	-26.2	-55.7	/	-2.7	-69.2	-26.7
Cc1cc(NC(=O)c2cc(F)c(F)cc2Cl)no1	-0.8	/	/	-6.4	/	0.7	-21.1	4.1
CCCOC(=O)c1ccc(Oc2c(-c3ccc(OCC)cc3O)n[nH]c2C)cc1	-8.5	1.1	15.5	/	7.0	/	/	/
CC1(C)CC(=O)c2sc(NS(=O)(=O)Cc3ccccc3)nc2C1	0.9	-3.1	7.4	/	-1.2	/	/	/
C[C@@H]1CN([C@H](C)CO)C(=O)c2cccc(NC(=O)Nc3ccc4c(c3)OCO4)c2O[C@H]1CN(C)CC1CC1	/	-11.3	16.6	-47.5	7.8[16.7 µM]	4.1	/	-16.7
Following part.
SMILES	FN deposition inh	Cneo AK release	PGC1a acetyl inh	EWS-Fli block	miR122 inh	Casp6 inh	PAX8 inh HTS	LGR2 antag
CC(=O)N1c2ccc(S(=O)(=O)N(C)c3cc(C)ccc3C)cc2CC1C (stereo unspecified)	0.6	0.8	-4.2	-3.7	16.9	-3.1	-0.3	-2.4
O=C(c1ccc(F)cc1)C1CCN(Cc2ccccc2)CC1	-4.4	-0.4	-4.1	17.5	6.9	-4.5	1.0	-13.2
O=C(NCCCN1CCOCC1)c1cc2ccccc2o1	/	1.0	3.1	/	-1.1	/	/	25.1
CCn1c(O)c(/C=N/N=C2CCCCC2)c2cc(C3=NNC(=O)CC3)ccc21	6.5	/	11.6	11.9	/	0.9	-3.8	-14.1
C[C@@H]1CN([C@H](C)CO)S(=O)(=O)c2ccc(C#Cc3ccc(F)cc3)cc2O[C@H]1CN(C)C(=O)NC1CCCCC1	13.2	-9.1	4.6	0.7	-16.2[16.7 µM]	6.6	97.5*	30.2
COc1cc(C(=O)CSc2nccn2C)cc(OC)c1OC	-3.1	-0.1	2.7	-29.4	2.1	0.6	1.7	1.5
CCNC(=O)[C@@H]1[C@@H](CO)[C@@H]2Cn3c(ccc(-c4ccccc4F)c3=O)[C@H]1N2CCC(F)(F)F	/	-1.1	/	-4.6	2.5[16.7 µM]	1.0	-23.9	21.7
O=[N+]([O-])c1ccc(Sc2ncccn2)c([N+](=O)[O-])c1	18.9	-3.6	5.1	-11.9	-1.9	7.6	18.5	/
O=C(Nc1cc(F)ccc1F)N1CCCCN2[C@@H](CO)[C@H](c3ccc(-c4cccnc4)cc3)[C@@H]2C1	/	1.3	-12.6	4.3	6.3[16.7 µM]	/	-4.9	-8.0
CCCNC(=O)N(C)C[C@H]1Oc2ncc(C#CCc3ccccc3)cc2C(=O)N([C@H](C)CO)C[C@@H]1C	/	8.3	1.5	1.7	10.8[16.7 µM]	1.3	-7.4	-1.5
Cn1c(SCc2ccccc2[N+](=O)[O-])nnc1-c1cccnc1	3.2	-0.7	-0.9	-20.8	-6.6	0.8	-35.8	-12.3
O=C(NCC1CCCO1)c1csc2c1CCCCC2 (stereo unspecified)	/	-1.3	5.7	/	-4.8	/	/	8.5
COc1ccc(C(C)(C)C)cc1NC(=O)COC(=O)c1cnc(C)cn1	/	1.6	-4.7	/	-2.3	2.0	/	0.1
